High-throughput results (PubChem BioAssay)
S1P3 agonist: agonists of human S1P3 receptor; Q99500; S1P3 NFAT-BLA reporter cells, agonism, FRET ratio; relative to 1 µM S1P, basal subtracted; activation, % at 4.5 µM; 60,000 tested, 0.1% active; AID 373;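 active means activation above the screen-wide mean plus 3 SD, cut at about 4.5% in these data, passing the limit was not always enough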; further: some compounds called inactive have numbers as strong as hits
Target sequence (Q99500 whole entry, looked up): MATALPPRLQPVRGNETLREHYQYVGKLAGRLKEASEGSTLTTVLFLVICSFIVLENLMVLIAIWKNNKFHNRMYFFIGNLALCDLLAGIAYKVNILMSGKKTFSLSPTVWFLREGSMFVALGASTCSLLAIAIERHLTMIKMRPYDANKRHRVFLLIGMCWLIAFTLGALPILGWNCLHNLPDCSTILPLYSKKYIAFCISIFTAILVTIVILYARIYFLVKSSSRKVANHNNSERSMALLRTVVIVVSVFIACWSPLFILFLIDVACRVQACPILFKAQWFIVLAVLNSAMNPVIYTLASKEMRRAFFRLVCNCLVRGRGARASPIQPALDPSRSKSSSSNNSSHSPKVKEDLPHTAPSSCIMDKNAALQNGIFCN
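material = human S1P3 NFAT-BLA reporter CHO cells | schedule = 4 h compound at 37 °C, 2 h substrate at RT | measured by = fluorescent BLA substrate, ex 405 nm, em 460/535 nm ratio | controls = 1 µM S1P reference | replication = primary once, confirmation triplicate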
5HT1E ag: 5-HT1E (human) receptor agonism; CHO 5-HT1E Ga15 NFAT-bla reporter, FRET; 0% DMSO wells, 100% control agonist wells; activation, % at 6 µM; 65,000 tested, 0.69% active; AID 574;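 active means activation above a set limit, the screen-wide mean activation plus 3 SD, cut at about 8.5% in these data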;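 further: 100% = positive control agonist at 1 µM giving full maximal response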
Target sequence (P28566 whole entry, looked up): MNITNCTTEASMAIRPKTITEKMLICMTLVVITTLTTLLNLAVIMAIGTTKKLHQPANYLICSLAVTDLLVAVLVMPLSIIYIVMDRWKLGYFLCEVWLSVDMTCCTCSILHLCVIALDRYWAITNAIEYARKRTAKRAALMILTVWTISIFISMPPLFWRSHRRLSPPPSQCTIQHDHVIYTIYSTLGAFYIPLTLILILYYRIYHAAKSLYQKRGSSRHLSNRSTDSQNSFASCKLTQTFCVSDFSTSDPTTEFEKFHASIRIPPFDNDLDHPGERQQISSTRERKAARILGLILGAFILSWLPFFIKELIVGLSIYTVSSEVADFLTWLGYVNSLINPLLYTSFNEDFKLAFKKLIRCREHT
Autofluor 339: intrinsic fluorescence of library compounds, ex339/em460 – biochemical, MLSMR library, data from DPM-DC assay, artefact control, profiling panel | compound autofluorescence, ex339/em460 nm, NADH buffer; hits give high values; 1 = no-compound wells, NADH background | fluorescence fold increase at 10 µM | 65,000 tested, 5.5% active | AID 709;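 active means at 10 µM, mean starting fluorescence two-fold or more over control wells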;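 further: signal is the first read of a kinetic run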
HTR1E antagonist: blocks the human 5-HT1E serotonin receptor; 65,000 tested, 0.99% active; inhibition, % at 6 µM; CHO 5-HT1E Ga15 NFAT-bla reporter, FRET, antagonist; AID 571;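 active means inhibition above a set limit, the mean inhibition across every tested compound plus 3 SD, cut at about 29% in these data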;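 further: signal is the 460 over 535 nm emission ratio of beta-lactamase substrate; 0% = agonist plus DMSO wells and 100% = wells without agonist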
MMP-13 inhibitor: blocks human MMP13 activity; P45452; MMP-13 fTHP FRET cleavage, Mca fluorescence; inhibition, % at 4 µM; 65,000 tested, 0.07% active; AID 570;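 active means inhibition above the mean of compound-free control plate wells plus 3 SD, cut at about 14% in these data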;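 further: 0% = DMSO wells and 100% = wells with reference MMP-13 inhibitor after basal subtraction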
5-HT1A blocker: antagonists of human 5-HT1a serotonin receptor | P08908 | CHO 5-HT1a Ga15 NFAT-bla reporter, antagonist mode | inhibition, % at 10 µM | 62,000 tested, 0.68% active;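 active means inhibition above the mean of all tested compounds plus 3 SD, cut at about 43% in these data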;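 further: receptor stimulated by 5-CT agonist at 100 nM near EC80; beta-lactamase reporter measured by ratiometric fluorescence of a cleavable substrate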
HER2 expr 66K: lowers expression of human Her2 kinase | P04626 | SKBR-3 HER2 protein level, AlphaScreen, 18-24 h; hits give low values | HER2 level % of control, % at 10 µM | 65,000 tested, 0.69% active | AID 645;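 active means HER2 level under 5% of the carrier-only control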;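 further: 100% = DMSO carrier and 0% = 500 nM PU-H71 HSP90 inhibitor; lower value means stronger loss of Her2 protein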
Abs 340nm: absorbance at 340 nm; compound absorbance at 340 nm, fold over control; fold change at 10 µM; 65,000 tested, under 10 active; AID 708;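 active means at 10 µM dose, initial 340 nm absorbance at least 2 fold that of control wells; inactive means change under 2 fold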;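 further: initial absorbance extrapolated from kinetic A340 decline of NADH oxidation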
S1P1 ag pot: activates or potentiates agonism at human S1P1 receptor; P21453; activation, % at 9.5 µM; S1P1 CRE-bla cells, forskolin, beta-lactamase FRET, potentiator mode; S1P1 agonist co-added at EC20, 2 nM; 100% = saturating reference agonist, 0% = basal; 56,000 tested, 0.57% active;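 active means activation above a cutoff set at the mean activation of all tested compounds plus 3 SD, cut at about 54% in these data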;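 further: forskolin at 4 µM as EC80 and the EC20 agonist is SEW2871; 100% = SEW2871 at its EC100 plus forskolin at EC80; some compounds past the cut are filed as inactive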
Target sequence (P21453 whole entry, looked up): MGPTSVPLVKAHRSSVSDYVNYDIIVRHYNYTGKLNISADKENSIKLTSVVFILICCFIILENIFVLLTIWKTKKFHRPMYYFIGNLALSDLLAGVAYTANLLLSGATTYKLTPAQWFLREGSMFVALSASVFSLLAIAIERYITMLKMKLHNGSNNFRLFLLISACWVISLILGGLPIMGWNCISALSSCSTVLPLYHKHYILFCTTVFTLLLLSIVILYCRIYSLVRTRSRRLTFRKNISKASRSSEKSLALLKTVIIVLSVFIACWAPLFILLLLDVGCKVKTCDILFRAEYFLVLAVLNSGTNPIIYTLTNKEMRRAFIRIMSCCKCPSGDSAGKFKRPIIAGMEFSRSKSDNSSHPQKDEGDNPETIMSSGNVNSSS
The depositor's hits bear a star; x = no result given.

SMILES	S1P3 agonist	5HT1E ag	Autofluor 339	HTR1E antagonist	MMP-13 inhibitor	5-HT1A blocker	HER2 expr 66K	Abs 340nm	S1P1 ag pot
CC1(C)Oc2ccc3ccc(=O)oc3c2/C(=C/NCCO)C1=O	0.2	0.3	1.1	-8	2	-18	93	1.1	-19
Clc1ccc(Oc2nc(Oc3ccc(Cl)cc3)nc(N3CCOCC3)n2)cc1	-0.4	1.8	1.1	-1	0	13	83	1	2
Cc1nc2cc(NC(=O)NCc3ccc4c(c3)OCO4)ccc2o1	-0.8	0.0	1.1	1	9	10	83	1	x
COCCCNC(=O)c1c(N)n(/N=C/c2cccnc2)c2nc3ccccc3nc12	-2.5	0.1	2.3*	-1	-29	x	99	1.1	-16
CCCNC(=O)C1=C(C)C(=O)OC12CCC(C)CC2 (configuration not stated)	0.7	-0.1	1	5	-9	-2	94	1	-22
CCCSc1nc(N2CCOCC2)c2c(c1C#N)CCCC2	23*	0.9	1.1	8	-3	x	61	1	59
COCCn1c(=N)c(C(=O)NCCc2ccc(OC)cc2)cc2c(=O)n3cccc(C)c3nc21	-0.5	0.3	2.7*	3	-32	7	95	1.1	-15
CSc1nc2ccccc2n1CC(=O)Nc1ccccc1	-0.7	-1.1	1.1	2	4	15	81	1	-7
N#CCSc1nnc(C2CCCCC2)n1Cc1ccccc1	-1.2	0.0	1.2	-3	-7	4	96	1.1	4
c1ccc(-c2nc(-c3ccco3)cs2)nc1	-0.2	0.0	2.1*	0	4	13	34	1.1	-6
CNC(=O)c1cc2cccc(OC)c2oc1=O	-0.7	0.4	1.4	-5	-4	2	117	1	x
COc1ccc(C)cc1NC(=O)C1C2C=CC(C2)C1C(=O)O (configuration not stated)	-0.8	-1.3	1.1	1	5	-1	77	0.98	-11
O=C(Nc1ccc(Cl)cc1)C1CC2CCCC(C1)C2=O (configuration not stated)	-0.7	-0.1	1.1	-8	6	10	113	1	-26
Cc1nc(Nc2ccc(F)cc2)[nH]c(=O)c1CCC(C)C	-1.5	0.5	1.1	-8	-3	52*	109	1.1	39
N#Cc1c(N2CCOCC2)nc(N2CCCCC2)c2c1CCN(C1CCCCC1)C2	-3.8	-0.1	1.2	7	3	x	75	1	-15
CCOc1ccc(NC(=O)C2CC(=O)N(C(C)C)C2)cc1 (configuration not stated)	0.2	0.3	1	-3	1	-12	89	1	-8
COC(=O)c1ccc(NC(=O)CN(c2ccc(OC)cc2)S(C)(=O)=O)cc1	0.4	0.3	1	-3	-1	-13	95	0.98	-15
O=S(=O)(NCc1csc(-c2cccnc2)n1)c1cccs1	0.5	0.0	1.1	-8	6	-11	91	1	-2
COc1ccc(Cn2nnnc2C(c2cc3cccc(C)c3[nH]c2=O)N2CCOCC2)cc1 (configuration not stated)	-0.1	0.1	1.3	-15	-3	-6	115	1.1	-13
O=c1[nH]c2ccc(Br)cc2c(-c2ccccc2)c1CN1CCOCC1	-0.8	1.0	0.99	0	6	-6	68	1.1	19
CCN1CCN(CCCOc2ccc(-c3ccccc3)cc2)CC1	0.4	0.5	1.1	-3	-2	-12	97	1	-2
COc1cc(NC(=O)Cc2ccccc2OC)cc(OC)c1	0.9	-0.6	1.1	12	3	-1	113	1	2
CC1CCCN(C(=O)C2CCN(S(=O)(=O)c3cccc4cccnc34)CC2)C1 (configuration not stated)	-0.9	-0.6	1.1	6	-2	3	115	1.1	11
Cc1cc2ncn(C3CC(=O)N(Cc4ccccc4)C3=O)c2cc1C (configuration not stated)	-0.5	0.1	1.1	-1	0	-16	76	1	x
O=C(CCn1c(=O)oc2ccccc21)N1CCN(c2ccc(F)cc2)CC1	-0.4	0.4	1.1	1	-2	1	93	1	-3

Continuation.
SMILES	S1P3 agonist	5HT1E ag	Autofluor 339	HTR1E antagonist	MMP-13 inhibitor	5-HT1A blocker	HER2 expr 66K	Abs 340nm	S1P1 ag pot
CC1CCCCN1CCNC(=O)Cn1nc(-c2ccccc2)ccc1=O (configuration not stated)	-0.3	-0.3	1.2	-2	-5	13	133	1	5
CCN1CCN(C(c2cc3cccc(C)c3[nH]c2=O)c2nnnn2Cc2ccccc2)CC1 (configuration not stated)	-1.5	-0.2	1.6	5	-11	1	80	1	-13
C[C@H](NC(=O)C1(c2ccccc2)CCN(C(=O)[C@H]2CSCN2C(=O)OC(C)(C)C)CC1)C(=O)O	-1.1	-2.2	1.1	3	4	16	81	0.99	6
CCOc1ccc(C(=O)N2CCCCCC2)cc1	-0.7	-0.1	1.1	-2	5	-7	97	1.1	x
NS(=O)(=O)c1ccc(CCNc2nc(CN3CCOCC3)nc3sc4c(c23)CCC4)cc1	x	1.6	1.2	-9	-4	-13	214	1	x
Cc1c(NC(=O)C(C)OC(=O)CC2Sc3ccccc3NC2=O)c(=O)n(-c2ccccc2)n1C (configuration not stated)	-0.6	0.6	1.1	-3	0	-6	103	1	1
CCN(CC)CCN1C(=O)C(=O)/C(=C(/O)c2c(C)[nH]c(C(=O)OC)c2C)C1c1ccc(OC)cc1 (configuration not stated)	0.6	0.0	1.1	2	-4	x	137	1.1	-3
CCOc1ccccc1N=C1NC(=O)CS1	-0.4	-0.9	1.1	-3	0	-6	89	1	-10
CCCCC1(CC)C(=O)NC(=O)NC1=Nc1ccc(OC)cc1 (configuration not stated)	-0.5	-0.2	1.1	-2	-2	-1	63	1	2
Cc1[nH]nc2c1C1(CCC(c3ccccc3)CC1)C(C#N)=C(N)O2 (configuration not stated)	0.0	-0.9	1.1	0	4	17	117	1	x
CCC(=O)Oc1ccc(-c2nc(-c3cccnc3)no2)cc1	-0.4	0.9	1.1	-4	0	-16	72	1	-1
CC1(C(=O)O)CC(C)(C(=O)O)CC(C)(C(=O)O)C1 (configuration not stated)	0.4	-0.1	1.1	1	-1	-7	77	1	0
Nn1c(CN2CCCCC2)nc2ccccc2c1=O	-1.1	-1.2	1.1	2	2	3	91	1.1	13
CCCCOc1cccc(NC(=O)CSc2nccn2C)c1	0.0	0.5	1	-1	-4	-9	139	0.98	-10
CCc1nc(CNC(=O)c2cc(OC)c(OC)c(OC)c2)no1	0.1	-0.5	1.1	0	-3	0	95	1	-21
CC(OC(=O)c1cccs1)C(=O)NCC1CCCO1 (configuration not stated)	0.1	-0.2	0.99	0	-3	0	78	0.99	-8
CCOC(=O)CSc1nc2c(c(=O)n1-c1ccc(OCC)cc1)SCC2	-0.4	-0.1	1.1	-8	7	4	80	1.1	-6
Cc1cc(NC(=O)CSc2c(C)[nH]c3ccccc23)no1	0.1	0.3	1	-3	0	-5	96	1.1	-20
COC(=O)c1ccccc1OC(=O)c1ccc(Br)o1	-0.6	-1.5	1.1	21	-1	16	94	1	2
CCOc1cc(S(=O)(=O)NCc2ccco2)c(OCC)cc1-n1cnnn1	0.1	-0.4	3.2*	-8	-40	-14	84	1	-22
COCCn1c(=S)[nH]c2cc(C(=O)N3CCC(C(N)=O)(N4CCCCC4)CC3)ccc2c1=O	x	-0.9	1.1	2	-3	-4	119	1	x
CC1Cc2ccccc2N1c1ncnc2c1nnn2Cc1ccccc1 (configuration not stated)	-0.6	-0.5	2.6*	-1	-2	-10	113	1.1	9
CCOc1ccc(C2CC(=O)c3c([nH]c(C(=O)OC)c3C)C2)cc1OC (configuration not stated)	x	0.0	1.1	5	4	25	62	1	x
O=C(O)c1cccc2[nH]c(C(F)(F)F)nc12	-0.6	-0.2	1	-11	-4	9	75	1	-9
Cc1ccsc1C1C2=C(CC(C)(C)CC2=O)Nc2ncnn21 (configuration not stated)	-1.2	1.1	1.2	-6	3	-18	98	1.1	-22

Following part:
SMILES	S1P3 agonist	5HT1E ag	Autofluor 339	HTR1E antagonist	MMP-13 inhibitor	5-HT1A blocker	HER2 expr 66K	Abs 340nm	S1P1 ag pot
COc1ccc(-n2cnnc2SCCC#N)cc1	0.6	0.2	1	-15	-5	-4	120	1	-4
COc1cccc(CNC(=O)Nc2cccs2)c1	-1.2	-1.0	1.1	11	-134	9	62	1	6
Cc1nn(-c2ccccc2)c2c1C(c1cccnc1)N1C=C(S(=O)(=O)N3CCCCC3)C=CC1=N2 (configuration not stated)	x	-0.1	0.88	-9	1	11	82	1.2	x
CCn1c(=O)cc(SCC(=O)N2CCN(c3ccccc3OC)CC2)c2ccccc21	1.1	0.1	1.2	2	0	2	70	1	-9
C=CCNC(=O)N[C@@H](CCSC)C(=O)OC	0.0	0.5	1.1	4	-3	-3	104	1.1	-7
O=C(Cn1cnc2c(cnn2-c2ccc(F)cc2)c1=O)NCC1CCCO1 (configuration not stated)	0.6	-0.4	1.1	5	-6	-11	199	0.97	3
CCn1nnc(NC(=O)C(C)Oc2ccc(Cl)cc2Cl)n1 (configuration not stated)	-0.8	1.4	1.1	-4	2	-3	104	0.99	-16
Cc1nnc(SCCn2c(N3CCCCC3)nc3c2c(=O)[nH]c(=O)n3C)s1	-0.6	-1.3	1	-5	1	6	104	1	-20
CCC(=O)N1CCCc2cc(S(=O)(=O)N3CCN(c4ccccn4)CC3)ccc21	0.4	-0.7	1.1	-4	-5	-9	172	0.98	22
CCOC(=O)c1c(CN(C)C)oc2cc(CN(C)C)c(O)c(CSc3ccccc3)c12	0.0	0.3	1.1	1	3	10	68	1.1	-24
Cc1cc(Cl)ccc1OCC(=O)NCCC(=O)O	-1.8	0.8	1.1	5	4	8	120	1	-2

Arranged by heavy-atom count (low to high): some entries from above.
SMILES	S1P3 agonist	5HT1E ag	Autofluor 339	HTR1E antagonist	MMP-13 inhibitor	5-HT1A blocker	HER2 expr 66K	Abs 340nm	S1P1 ag pot
O=C(O)c1cccc2[nH]c(C(F)(F)F)nc12	-0.6	-0.2	1	-11	-4	9	75	1	-9
Cc1cc(Cl)ccc1OCC(=O)NCCC(=O)O	-1.8	0.8	1.1	5	4	8	120	1	-2
CCn1nnc(NC(=O)C(C)Oc2ccc(Cl)cc2Cl)n1 (configuration not stated)	-0.8	1.4	1.1	-4	2	-3	104	0.99	-16
Cc1ccsc1C1C2=C(CC(C)(C)CC2=O)Nc2ncnn21 (configuration not stated)	-1.2	1.1	1.2	-6	3	-18	98	1.1	-22
CCOc1ccc(C2CC(=O)c3c([nH]c(C(=O)OC)c3C)C2)cc1OC (configuration not stated)	x	0.0	1.1	5	4	25	62	1	x
Cc1nnc(SCCn2c(N3CCCCC3)nc3c2c(=O)[nH]c(=O)n3C)s1	-0.6	-1.3	1	-5	1	6	104	1	-20
CCC(=O)N1CCCc2cc(S(=O)(=O)N3CCN(c4ccccn4)CC3)ccc21	0.4	-0.7	1.1	-4	-5	-9	172	0.98	22
CCn1c(=O)cc(SCC(=O)N2CCN(c3ccccc3OC)CC2)c2ccccc21	1.1	0.1	1.2	2	0	2	70	1	-9
Cc1nn(-c2ccccc2)c2c1C(c1cccnc1)N1C=C(S(=O)(=O)N3CCCCC3)C=CC1=N2 (configuration not stated)	x	-0.1	0.88	-9	1	11	82	1.2	x

Arranged by the number under 5HT1E ag (high to low): 3 from the list above.
SMILES	S1P3 agonist	5HT1E ag	Autofluor 339	HTR1E antagonist	MMP-13 inhibitor	5-HT1A blocker	HER2 expr 66K	Abs 340nm	S1P1 ag pot
Cc1cc(NC(=O)CSc2c(C)[nH]c3ccccc23)no1	0.1	0.3	1	-3	0	-5	96	1.1	-20
CCOc1ccc(C2CC(=O)c3c([nH]c(C(=O)OC)c3C)C2)cc1OC (configuration not stated)	x	0.0	1.1	5	4	25	62	1	x
CC1CCCCN1CCNC(=O)Cn1nc(-c2ccccc2)ccc1=O (configuration not stated)	-0.3	-0.3	1.2	-2	-5	13	133	1	5
